UPR CHOP act – activators of apoptotic arm of unfolded protein response (CHOP); actives 0.34% (n = 330,000); CHO-CHOP luciferase reporter, UPR activation, luminescence; percent of tunicamycin response over DMSO baseline; activation, % at 10 µM;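 active = at 10 µM dose, activation of 40% or more, normalized to positive control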;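 note: 100% = tunicamycin at 10 µg/mL and 0% = DMSO alone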
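Assay system: CHO-CHOP cells, stable luciferase reporter of PERK-eIF2a-CHOP signalling / Buffer or medium: F12 plus 10% serum / Compound dosing: one dose, 10 µM in 0.5% DMSO / Times: 6 h compound treatment, 37 °C / Technique: luciferase luminescence / Read-out: % reporter activation, DMSO baseline versus tunicamycin full activation / Benchmarks: tunicamycin and DMSO controls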
CXCR6 inh – inhibitors of human CXCR6 receptor; CHO-K1 PathHunter CXCR6 beta-arrestin, luminescence; inhibition, % at 20 µM; actives 0.36% (n = 360,000); in the data active = inhibition above about 34%, passing the limit was not always enough;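 note: antagonist mode with CXCL16 agonist at 10 nM final; 0% = 10 nM CXCL16 with DMSO and 100% = unstimulated wells without agonist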
Target sequence (O00574 whole entry, looked up): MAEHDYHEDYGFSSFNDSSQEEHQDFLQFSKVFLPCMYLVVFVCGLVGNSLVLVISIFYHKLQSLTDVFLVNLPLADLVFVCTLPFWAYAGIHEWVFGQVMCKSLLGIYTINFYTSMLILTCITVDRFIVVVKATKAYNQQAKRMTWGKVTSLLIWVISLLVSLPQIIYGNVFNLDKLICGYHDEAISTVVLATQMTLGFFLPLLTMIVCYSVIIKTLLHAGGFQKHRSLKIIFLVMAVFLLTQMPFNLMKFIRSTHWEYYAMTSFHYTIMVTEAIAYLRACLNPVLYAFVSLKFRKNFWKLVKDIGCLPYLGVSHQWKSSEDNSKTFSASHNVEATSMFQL
APJ ag – agonists of human APJ apelin receptor; P35414; CHO-K1 APJ PathHunter beta-arrestin, luminescence; 0% DMSO wells, 100% apelin; activation, % at 20 µM; actives 0.11% (n = 330,000);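 active = activation more than six SD over the plate average, tested at 20 µM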;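 note: 0% = DMSO alone and 100% = apelin-13 at 10 nM; some results filed as inactive read as strong as hits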
Target sequence (P35414 whole entry, looked up): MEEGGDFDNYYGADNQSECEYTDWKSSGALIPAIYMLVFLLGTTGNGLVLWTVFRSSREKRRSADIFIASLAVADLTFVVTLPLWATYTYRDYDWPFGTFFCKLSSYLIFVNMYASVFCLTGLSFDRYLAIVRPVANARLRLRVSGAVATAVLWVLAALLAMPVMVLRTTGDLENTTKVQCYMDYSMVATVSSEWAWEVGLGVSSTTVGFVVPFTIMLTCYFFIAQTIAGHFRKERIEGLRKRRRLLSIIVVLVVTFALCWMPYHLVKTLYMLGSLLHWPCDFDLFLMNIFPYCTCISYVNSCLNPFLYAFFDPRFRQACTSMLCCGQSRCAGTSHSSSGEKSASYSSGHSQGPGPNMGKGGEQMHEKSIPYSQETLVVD
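Assay system: CHO-K1 APJ beta-arrestin complementation cell line / Compound: single test compound dose, 20 µM final, 1% DMSO / Times: overnight seeding, 90 min compound at 25 °C, 1 h detection / Technique: beta-gal luminescence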
EBI2 antag – blocks human EBI2 receptor beta-arrestin signaling; actives 0.81% (n = 360,000); EBI2 beta-arrestin recruitment, luminescence, 7a,25-OHC stimulated; P32249; inhibition, % at 5 µM; in the data active = inhibition above about 38%;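 note: enzyme fragment complementation signal reports receptor beta-arrestin coupling in cells; 0% = agonist plus DMSO wells and 100% = wells without agonist; some results beyond the cut were filed as inactive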
Target sequence (P32249 whole entry, looked up, the tested form may be a part): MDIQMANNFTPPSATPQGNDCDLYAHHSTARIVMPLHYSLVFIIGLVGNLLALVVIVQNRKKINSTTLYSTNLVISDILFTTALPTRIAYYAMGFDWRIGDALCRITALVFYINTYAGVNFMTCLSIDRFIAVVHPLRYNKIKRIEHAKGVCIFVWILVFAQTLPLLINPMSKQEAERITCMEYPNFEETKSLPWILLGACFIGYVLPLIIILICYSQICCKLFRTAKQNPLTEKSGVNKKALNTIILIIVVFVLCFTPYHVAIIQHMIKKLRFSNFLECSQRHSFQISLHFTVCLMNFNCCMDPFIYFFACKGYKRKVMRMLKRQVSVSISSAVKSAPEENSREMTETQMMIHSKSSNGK
tim23-1 inh – tim23-1 yeast growth inhibition; AID 463212; S. cerevisiae tim23-1 growth, BacTiter-Glo luminescence, 24 h; inhibition, % at 20 µM; actives 1.3% (n = 330,000);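 active = growth inhibition of the mutant yeast at or above 50%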;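 note: temperature-sensitive mutant grown at 25 °C; plate controls were DMSO-treated mutant yeast for no effect and medium wells lacking yeast for full effect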
Mdm2 MdmX PPI – disrupts the human Mdm2-MdmX interaction | SaOS-2 split-luciferase Mdm2/MdmX complementation, luminescence | actives 3% (n = 330,000) | O15151+Q00987 | inhibition, % at 8 µM | AID 485346;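 active = inhibition of at least 50% at 8 µM in the primary screen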
APJ antag – APJ receptor antagonism; inhibition, % at 20 µM; actives 0.32% (n = 330,000); P35414; AID 2521; CHO-K1 APJ beta-arrestin complementation, luminescence;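 active = inhibition above about 40% at 20 µM, limit read from the data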;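 note: cells challenged with 10 nM apelin-13 agonist together with compound; plate controls were apelin-13 plus DMSO wells for no effect and DMSO wells lacking apelin-13 for full effect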
CCR6 antagonist – CCR6 (human) receptor antagonism; inhibition, % at 20 µM; CHO-K1 CCR6 PathHunter beta-arrestin, luminescence, CCL20-stimulated; P51684; actives 0.49% (n = 340,000);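 active = compounds whose inhibition of the agonist-driven luminescence signal at 20 µM reaches about 50%, limit read from the data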;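 note: cells stimulated with CCL20 at 14 nM final; plate controls were DMSO with CCL20 for no effect and DMSO without agonist for full effect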
UPR XBP1 act – activators of adaptive arm of unfolded protein response (XBP1). CHO-XBP1 luciferase reporter, IRE1-XBP1 UPR activation, luminescence; percent of tunicamycin response, DMSO as zero. activation, % at 20 µM. actives 0.33% (n = 330,000);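 active = versus positive control, 20 µM dose yields 30% or more activation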;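 note: 100% = tunicamycin at 10 µg/mL and 0% = DMSO only wells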
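assay system = CHO-XBP1 luciferase reporter cells | amount = 1000 cells/well | buffer or medium = F12 plus 10% FBS | compound dosing = single point, 20 µM final compound, 1% DMSO | incubation = 16-18 h cell attachment at 37 °C, then 6 h compound exposure | detection = Steady-Glo luminescence read | controls = tunicamycin 10 µg/mL and vehicle-only wells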
The depositor's hits bear a star.

How did CCCC1C(c2ccco2)NC(c2ccco2)CC1(C)O (stereo unspecified) do in these assays?
UPR CHOP act: 2.7; CXCR6 inh: -4; APJ ag: -4; EBI2 antag: 9; tim23-1 inh: -1; Mdm2 MdmX PPI: 12; APJ antag: 7; CCR6 antagonist: -7; UPR XBP1 act: 0

Results for CCCCCC(=O)Oc1cccc(N2C(=O)C3CCCCC3C2=O)c1 (stereo unspecified) ?
UPR CHOP act: -1.8; CXCR6 inh: -1; APJ ag: -3; EBI2 antag: -14; tim23-1 inh: 14; Mdm2 MdmX PPI: -2; APJ antag: 13; CCR6 antagonist: -1; UPR XBP1 act: -3

What do the screens show for `CC1(C)C2CCC1(CS(=O)(=O)Nc1ccc(S(=O)(=O)N3CCCCC3)cc1)C(=O)C2` (stereo unspecified)?
UPR CHOP act: 2.7; CXCR6 inh: -6; APJ ag: -3; EBI2 antag: -6; tim23-1 inh: 25; Mdm2 MdmX PPI: -1; APJ antag: 6; CCR6 antagonist: -3; UPR XBP1 act: -2

How did O=C1ON=C(c2ccccc2)/C1=C/c1ccccc1 do in these assays?
UPR CHOP act: -0.2; CXCR6 inh: -2; APJ ag: 4; EBI2 antag: -5; tim23-1 inh: 51*; Mdm2 MdmX PPI: 2; APJ antag: 5; CCR6 antagonist: 8; UPR XBP1 act: -6

How did COc1cc(C)nc(NC(=O)COc2ccc(Cl)cc2C)n1 do in these assays?
UPR CHOP act: 3.9; CXCR6 inh: 2; APJ ag: -5; EBI2 antag: 0; tim23-1 inh: -7; Mdm2 MdmX PPI: 13; APJ antag: -3; CCR6 antagonist: 3; UPR XBP1 act: 5

What do the screens show for `C/C(=N/NC(=O)c1ccncc1)c1ccc2c(c1)OCO2`?
UPR CHOP act: 1.0; CXCR6 inh: 0; APJ ag: -4; EBI2 antag: 0; tim23-1 inh: -4; Mdm2 MdmX PPI: 16; APJ antag: 9; CCR6 antagonist: 6; UPR XBP1 act: -1

How did COc1ccc(NC(=O)OC(CN2CCCCC2)C(F)(F)F)cc1 (stereo unspecified) do in these assays?
UPR CHOP act: -0.5; CXCR6 inh: 3; APJ ag: 3; EBI2 antag: 6; tim23-1 inh: -1; Mdm2 MdmX PPI: -18; APJ antag: 3; CCR6 antagonist: -4; UPR XBP1 act: 0

How did CN1CCC(OC(=O)c2ccco2)CC1 do in these assays?
UPR CHOP act: -0.1; CXCR6 inh: 0; APJ ag: -3; EBI2 antag: 0; tim23-1 inh: -5; Mdm2 MdmX PPI: 13; APJ antag: 4; CCR6 antagonist: -1; UPR XBP1 act: -1

What do the screens show for `COCc1c(Br)c(C)nc(OCC(=O)N/N=C/c2cc(C)n(-c3ccc([N+](=O)[O-])cc3)c2C)c1C#N`?
UPR CHOP act: -0.4; CXCR6 inh: 3; APJ ag: -2; EBI2 antag: -4; tim23-1 inh: 16; Mdm2 MdmX PPI: 40; APJ antag: 6; CCR6 antagonist: -16; UPR XBP1 act: -4

What do the screens show for `CC1CCN(CCCCOc2ccc(C(=O)c3ccccc3)cc2)CC1`?
UPR CHOP act: -0.9; CXCR6 inh: 7; APJ ag: -2; EBI2 antag: -7; tim23-1 inh: -1; Mdm2 MdmX PPI: 0; APJ antag: 10; CCR6 antagonist: 13; UPR XBP1 act: 2

Results for Cc1cnc(C)c(N2CCN(Cc3nc(-c4ccccc4)no3)CC2)n1 ?
UPR CHOP act: -1.5; CXCR6 inh: 3; APJ ag: -6; EBI2 antag: 0; tim23-1 inh: 10; Mdm2 MdmX PPI: 17; APJ antag: -15; CCR6 antagonist: 5; UPR XBP1 act: 0

How did Cn1c(N)c(C(=O)Nc2cccc(Cl)c2)c(=O)n(C)c1=O do in these assays?
UPR CHOP act: 4.7; CXCR6 inh: 9; APJ ag: -3; EBI2 antag: 7; tim23-1 inh: 24; Mdm2 MdmX PPI: 7; APJ antag: -19; CCR6 antagonist: 2; UPR XBP1 act: -2

Results for COC(=O)c1sc(NC(=O)CSc2nc3cccnc3n2C)nc1C ?
UPR CHOP act: -2.5; CXCR6 inh: 4; APJ ag: 0; EBI2 antag: -3; tim23-1 inh: -23; Mdm2 MdmX PPI: 7; APJ antag: -9; CCR6 antagonist: 0; UPR XBP1 act: 2

How did Cc1noc(C)c1CN1C(=O)c2cccc([N+](=O)[O-])c2C1=O do in these assays?
UPR CHOP act: 1.2; CXCR6 inh: -10; APJ ag: 1; EBI2 antag: 0; tim23-1 inh: 2; Mdm2 MdmX PPI: 7; APJ antag: 18; CCR6 antagonist: -5; UPR XBP1 act: -1

Results for CS(=O)(=O)Nc1ccc(C(=O)Nc2ccccc2Sc2ccccc2)cc1 ?
UPR CHOP act: -0.4; CXCR6 inh: -3; APJ ag: 1; EBI2 antag: 4; tim23-1 inh: 27; Mdm2 MdmX PPI: 17; APJ antag: 13; CCR6 antagonist: 10; UPR XBP1 act: -3

What do the screens show for `Nc1nc(NCc2ccco2)nn1-c1ccccc1`?
UPR CHOP act: 3.6; CXCR6 inh: 0; APJ ag: 0; EBI2 antag: -1; tim23-1 inh: 5; Mdm2 MdmX PPI: 9; APJ antag: 11; CCR6 antagonist: 3; UPR XBP1 act: 4

Results for O=C(CN1C(=O)NC2(CCCC2)C1=O)Nc1ccccc1N1CCCC1 ?
UPR CHOP act: -0.6; CXCR6 inh: 0; APJ ag: -1; EBI2 antag: -4; tim23-1 inh: -7; Mdm2 MdmX PPI: 2; APJ antag: 13; CCR6 antagonist: -6; UPR XBP1 act: 3

What do the screens show for `O=C(NC1CC1)c1cccc(S(=O)(=O)N2CCOCC2)c1`?
UPR CHOP act: -0.6; CXCR6 inh: -3; APJ ag: -1; EBI2 antag: -2; tim23-1 inh: 2; Mdm2 MdmX PPI: -22; APJ antag: -2; CCR6 antagonist: -5; UPR XBP1 act: -1

How did CC1CCCCC1NC(=O)c1ccc(S(=O)(=O)N2CCN(C)CC2)cc1 (stereo unspecified) do in these assays?
UPR CHOP act: 3.0; CXCR6 inh: -5; APJ ag: -2; EBI2 antag: 6; tim23-1 inh: 6; Mdm2 MdmX PPI: 15; APJ antag: 18; CCR6 antagonist: 3; UPR XBP1 act: -5

What do the screens show for `CC1CCCC(C)N1C(=O)COC(=O)C1CCN(S(=O)(=O)c2c(Cl)cccc2Cl)CC1` (stereo unspecified)?
UPR CHOP act: 2.0; CXCR6 inh: -3; APJ ag: 9; EBI2 antag: -2; tim23-1 inh: 11; Mdm2 MdmX PPI: 3; APJ antag: 11; CCR6 antagonist: 10; UPR XBP1 act: -4

What do the screens show for `COc1ccc(CCN(C)CCC(=O)Nc2ccc(C)cc2)cc1OC`?
UPR CHOP act: -1.8; CXCR6 inh: 0; APJ ag: 3; EBI2 antag: -7; tim23-1 inh: 8; Mdm2 MdmX PPI: 15; APJ antag: -2; CCR6 antagonist: -5; UPR XBP1 act: -2

How did CCOc1ccc(C(CC(=O)O)NC(=O)C23CC4CC(CC(C4)C2)C3)cc1OC (stereo unspecified) do in these assays?
UPR CHOP act: -0.3; CXCR6 inh: -5; APJ ag: 1; EBI2 antag: -8; tim23-1 inh: 15; Mdm2 MdmX PPI: -9; APJ antag: -8; CCR6 antagonist: -15; UPR XBP1 act: -1

Results for CC(=O)Nc1ccc(NC(=O)C(C)OC(=O)c2cccc(S(=O)(=O)N3CCCCCC3)c2)cc1 (stereo unspecified) ?
UPR CHOP act: 3.4; CXCR6 inh: 5; APJ ag: -3; EBI2 antag: -1; tim23-1 inh: 13; Mdm2 MdmX PPI: 9; APJ antag: 0; CCR6 antagonist: 10; UPR XBP1 act: 2

How did Cc1ccccc1NC(=O)Cn1nc(C(=O)O)c2ccccc2c1=O do in these assays?
UPR CHOP act: 0.0; CXCR6 inh: 2; APJ ag: -2; EBI2 antag: 6; tim23-1 inh: 5; Mdm2 MdmX PPI: -12; APJ antag: 10; CCR6 antagonist: -1; UPR XBP1 act: 5

What do the screens show for `CCOc1cccc(/C=N/NC(=O)C2CCCC2)c1O`?
UPR CHOP act: 2.7; CXCR6 inh: -17; APJ ag: 2; EBI2 antag: 2; tim23-1 inh: 30; Mdm2 MdmX PPI: 15; APJ antag: -4; CCR6 antagonist: -1; UPR XBP1 act: -3

What do the screens show for `Cc1ccc(NC(=S)NNc2ncc(C(F)(F)F)cc2Cl)cc1`?
UPR CHOP act: 0.5; CXCR6 inh: 78*; APJ ag: -2; EBI2 antag: 42*; tim23-1 inh: 10; Mdm2 MdmX PPI: 15; APJ antag: -18; CCR6 antagonist: 90*; UPR XBP1 act: -3

What do the screens show for `CCc1ccc(CCC(=O)Nc2ccc(Cl)cc2)o1`?
UPR CHOP act: 2.7; CXCR6 inh: -9; APJ ag: -1; EBI2 antag: 2; tim23-1 inh: 19; Mdm2 MdmX PPI: 16; APJ antag: 4; CCR6 antagonist: 10; UPR XBP1 act: 2

How did O/N=C(\c1ccc(Cl)cc1Cl)c1ncc(C(F)(F)F)cc1Cl do in these assays?
UPR CHOP act: -3.3; CXCR6 inh: 4; APJ ag: -5; EBI2 antag: 18; tim23-1 inh: 27; Mdm2 MdmX PPI: 35; APJ antag: 10; CCR6 antagonist: 14; UPR XBP1 act: -1

How did O=C(NC1CCCc2ccccc21)C1CCN(S(=O)(=O)c2cccc3nsnc23)CC1 (stereo unspecified) do in these assays?
UPR CHOP act: 0.5; CXCR6 inh: -4; APJ ag: -1; EBI2 antag: -10; tim23-1 inh: -30; Mdm2 MdmX PPI: 9; APJ antag: 2; CCR6 antagonist: 1; UPR XBP1 act: -1

How did Nc1nc2c3ccccc3nc(C3CC3)n2n1 do in these assays?
UPR CHOP act: -1.2; CXCR6 inh: 3; APJ ag: -2; EBI2 antag: -8; tim23-1 inh: 3; Mdm2 MdmX PPI: 17; APJ antag: 11; CCR6 antagonist: -4; UPR XBP1 act: 2

Results for O=C(Cn1nnc(-c2cccs2)n1)NCCc1ccccc1 ?
UPR CHOP act: 0.8; CXCR6 inh: 0; APJ ag: -4; EBI2 antag: -4; tim23-1 inh: 6; Mdm2 MdmX PPI: -11; APJ antag: 4; CCR6 antagonist: 3; UPR XBP1 act: -1

How did O=C(NCCS(=O)c1ccc(Cl)cc1)c1cccc(Cl)c1 (stereo unspecified) do in these assays?
UPR CHOP act: -1.3; CXCR6 inh: 3; APJ ag: -4; EBI2 antag: -8; tim23-1 inh: 11; Mdm2 MdmX PPI: 12; APJ antag: 25; CCR6 antagonist: 14; UPR XBP1 act: -2

Looked up one by one from the list above, 2 records:
Results for CS(=O)(=O)Nc1ccc(C(=O)Nc2ccccc2Sc2ccccc2)cc1 ?
UPR CHOP act: -0.4; CXCR6 inh: -3; APJ ag: 1; EBI2 antag: 4; tim23-1 inh: 27; Mdm2 MdmX PPI: 17; APJ antag: 13; CCR6 antagonist: 10; UPR XBP1 act: -3

Results for O=C(Cn1nnc(-c2cccs2)n1)NCCc1ccccc1 ?
UPR CHOP act: 0.8; CXCR6 inh: 0; APJ ag: -4; EBI2 antag: -4; tim23-1 inh: 6; Mdm2 MdmX PPI: -11; APJ antag: 4; CCR6 antagonist: 3; UPR XBP1 act: -1

Some of the compounds tested; rates above refer to the full screens.
